From PubChem BioAssay
GRIN3A LBD mod: NR3A (human) ligand-binding domain modulation; NR3A LBD differential scanning fluorimetry, Tm shift; 0% = protein alone, 100% = glycine-bound protein; Tm shift relative to glycine control, % at 25 µM; hit rate 2.5% among 340,000; AID 1259313;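 active = melting temperature shift of at least 10% of the positive control shift, at one fixed dose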
beta cell repl: inducers of beta-cell replication in MIN6 cells | MIN6 cells proliferation, ATPlite luminescence, 48 h; cells starved in 0.2% serum; 100% = growth in 10% serum | proliferation, % at 10 µM | hit rate 0.29% among 330,000 | AID 2380;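 active = compounds whose signal lies at least 3.5 SD above the mean of all wells on their plate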;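 also: 0% = DMSO-treated cells in low-serum medium and 100% = 10% serum control; some compounds called inactive have numbers as strong as hits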
mIAP inh: mouse IAP inhibition | purified mouse IAP, CDP-Star luminescence, 30 min | inhibition, % at 10 µM | hit rate 0.2% among 330,000;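 active = inhibition of at least 40% at 10 µM in the primary screen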;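 also: plate controls were DMSO with enzyme for no effect and no enzyme wells for full effect; values of inactives mirror those of a sister screen read the other way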
APOBEC3A inh: human APOBEC3A DNA deaminase inhibition; hit rate 0.41% among 330,000; inhibition, % at 20 µM; recombinant A3A, FAM/TAMRA ssDNA deamination fluorescence; P31941;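 active = at least 40% inhibition at 20 µM here, with at most 30% in a related deaminase screen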;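 also: plate controls were A3A with DMSO for no effect and wells lacking A3A enzyme for full effect; some results filed as inactive read as strong as hits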
Target sequence (P31941 whole entry, looked up): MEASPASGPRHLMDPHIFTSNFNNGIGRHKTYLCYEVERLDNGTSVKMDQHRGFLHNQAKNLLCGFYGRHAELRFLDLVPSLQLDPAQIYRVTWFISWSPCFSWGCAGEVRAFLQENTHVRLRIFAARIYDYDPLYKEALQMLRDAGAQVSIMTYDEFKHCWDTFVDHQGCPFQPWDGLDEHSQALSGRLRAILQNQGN
APOBEC3G inh: blocks human APOBEC3G single-stranded DNA deamination; inhibition, % at 20 µM; Q9HC16; hit rate 0.28% among 330,000; AID 493012; recombinant A3G, ssDNA deamination FAM/TAMRA fluorescence;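 active = inhibition of at least 40% at 20 µM, with no more than 30% in the related APOBEC3A deaminase screen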;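 also: plate controls were DMSO wells with A3G for no effect and wells lacking A3G enzyme for full effect; some compounds called inactive have numbers as strong as hits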
mIAP activ: increases mouse intestinal alkaline phosphatase activity | muIAP, CDP-Star luminescence, 30 min; hits give high values; 1 = vehicle-only enzyme signal, 0 = enzyme-free wells | activation factor at 10 µM | hit rate 0.24% among 330,000;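 active = activation factor of at least 2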; also: the source names both 10 and 20 µM as test concentration; values of inactives mirror those of a sister screen read the other way
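System: mouse IAP enzyme. Reagent: CDP-Star chemiluminescent phosphatase substrate. Benchmarks: DMSO wells, no-enzyme wells. Times: 30 min enzyme-substrate-compound incubation at room temperature. Detection: luminescence from enzymatic CDP-Star hydrolysis. Doses: test compounds delivered from DMSO solution.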
hIAP activ: increases human intestinal alkaline phosphatase activity; AID 2524; P09923; activation factor at 10 µM; purified human IAP, CDP-Star luminescence, 30 min; hits give high values; 1 = vehicle-only enzyme, 0 = enzyme-free background; hit rate 0.16% among 330,000;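 active = activation factor of the enzyme at least 2-fold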; also: the source names both 10 and 20 µM as test concentration; values of inactives mirror those of a sister screen read the other way
Target sequence (P09923 whole entry, looked up): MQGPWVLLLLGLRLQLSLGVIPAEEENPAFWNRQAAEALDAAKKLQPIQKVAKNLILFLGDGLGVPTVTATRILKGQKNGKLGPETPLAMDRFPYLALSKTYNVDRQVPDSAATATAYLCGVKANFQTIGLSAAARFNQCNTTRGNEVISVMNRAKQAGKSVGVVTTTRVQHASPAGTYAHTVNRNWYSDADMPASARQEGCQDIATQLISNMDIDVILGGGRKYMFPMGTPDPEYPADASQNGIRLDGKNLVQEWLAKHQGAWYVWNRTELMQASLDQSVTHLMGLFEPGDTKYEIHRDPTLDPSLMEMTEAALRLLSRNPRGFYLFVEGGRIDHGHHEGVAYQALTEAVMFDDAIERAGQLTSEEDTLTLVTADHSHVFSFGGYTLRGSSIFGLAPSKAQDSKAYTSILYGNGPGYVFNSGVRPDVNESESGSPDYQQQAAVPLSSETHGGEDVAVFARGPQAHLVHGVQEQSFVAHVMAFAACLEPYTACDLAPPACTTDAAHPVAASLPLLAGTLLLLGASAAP
hIAP block: blocks human intestinal alkaline phosphatase; hit rate 0.12% among 330,000; purified IAP, CDP-Star luminescence, 30 min; inhibition, % at 10 µM; P09923;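 active = inhibition reaching a set limit with compound at 10 µM in the primary screen, cut at about 35% in these data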;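 also: plate controls were DMSO wells with enzyme for no effect and no-enzyme buffer wells for full effect; values of inactives mirror those of a sister screen read the other way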
MPTP block: permeability transition pore inhibition. isolated mouse mitochondria, Ca2+ swelling absorbance, 30 min. AID 602449. inhibition, % at 10 µM. hit rate 1.4% among 360,000;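 active = inhibition of 50% or more, scaled per plate between neutral and stimulator controls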;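 also: 0% = DMSO wells given calcium and 100% = 1 mM EGTA wells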
Starred values were filed as active, the others as inactive. Not a hit list; 5% or so of the library scored in one or more.

SMILES	GRIN3A LBD mod	beta cell repl	mIAP inh	APOBEC3A inh	APOBEC3G inh	mIAP activ	hIAP activ	hIAP block	MPTP block
S=C(Nc1ccccc1)N1CCN(C(=S)c2ccccc2)CC1	1	-5	3	-3	-5	0.97	0.97	3	-2.0
CCc1c(C)[nH]c2nc3ccccc3n2c1=O	0	2	-5	3	10	1.1	0.99	1	-0.1
COc1cccc(/C=C/C(=O)OCC(=O)c2cc(C)n(CC3CCCO3)c2C)c1OC (stereo unspecified)	1	-3	0	-1	2	0.99	1	-2	2.7
c1cc(-c2nnc(-c3ccncc3)o2)ccn1	-3	1	4	-1	-7	0.96	1.1	-8	0.0
Cc1c(/C=N/NC(=O)CNc2ccccc2)c2ccccn2c1C(=O)c1ccncc1	1	-2	25	-10	-10	0.75	0.98	2	-2.5
COc1ccc(N2CCN(CC(=O)Nc3sccc3C#N)CC2)cc1	0	0	9	4	-4	0.91	0.96	4	-1.5
CC(C)N1C(=O)C(=O)N(CC(=O)N2c3ccccc3NC(=O)CC2C)C1=O (stereo unspecified)	1	0	2	-1	-6	0.98	1	0	-0.2
COc1ccc(C=NCCC2(O)CC(C)N(C)CC2C)cc1 (stereo unspecified)	0	0	-1	48*	1	1	0.93	8	0.1
CC(CCc1ccccc1)NC(=O)C1CCCN(c2nnc(-n3cccc3)s2)C1 (stereo unspecified)	-1	-2	-10	2	1	1.1	1	0	0.4
O=C(Oc1ccc(C(=S)N2CCOCC2)cc1)c1ccc([N+](=O)[O-])cc1	-3	0	-2	-2	-2	1	1	0	6.4
CCOc1ccc(-c2noc(CCC(=O)NCC3CCCO3)n2)cc1OC (stereo unspecified)	0	0	2	2	-3	0.98	0.88	12	-1.0
Cc1c(Nc2scc(-c3ccccc3)[n+]2-c2ccccc2)c(=O)n(-c2ccccc2)n1C	1	0	11	2	-7	0.89	1.1	-10	4.6
O=C(CCNC(=O)c1ccc([N+](=O)[O-])cc1)Nc1ccc(S(=O)(=O)N2CCOCC2)cc1	2	-1	1	3	-10	0.99	1	-2	-0.2
CCN(CC(=O)NCc1cccs1)C(=O)/C=C/c1cccc(Br)c1	3	2	3	-1	-10	0.97	0.96	4	0.6
N#Cc1ccccc1NC(=O)CNc1ccc(Cl)c(C(F)(F)F)c1	-10	-3	-5	-3	-8	1	0.99	1	0.3
CCOc1ccc(NC2C=CS(=O)(=O)C2)cc1 (stereo unspecified)	0	1	0	0	1	1	0.98	2	-1.1
COCCCNC(=O)CN1CCN(Cc2ccccc2Cl)C1=O	3	2	-6	-6	-6	1.1	0.88	12	-2.1
COc1cccc(C2/C(=C(/O)c3ccc4c(c3)OCO4)C(=O)C(=O)N2CCN2CCOCC2)c1 (stereo unspecified)	2	0	1	-5	-7	0.99	0.99	1	-0.5
Cc1ccn2c(c1)nc(=S)n2C(=O)c1ccccc1	6	-3	9	0	8	0.91	0.87	13	-0.4
OCCCNCc1ccc(Cl)cc1Cl	-2	-1	-1	-4	-7	1	0.93	7	-0.3
COc1cc(C(c2c(C)[nH][nH]c2=O)c2c(C)[nH][nH]c2=O)ccc1OS(=O)(=O)c1ccccc1	-3	-1	11	-1	-5	0.89	0.89	11	-0.7
COCCN(CCOC)S(=O)(=O)c1ccc(C(=O)Nc2nnc(C3CC3)o2)cc1	2	-2	-3	-6	-11	1	1.2	-20	3.5
O=C(COC(=O)C1CCN(c2ccc(C(F)(F)F)cn2)CC1)c1ccccc1Cl	-8	0	4	0	-9	0.96	0.98	2	1.4
O=c1[nH]c2ccccc2nc1NCc1ccccc1	3	0	-8	-2	-5	1.1	1	-1	0.9
O=C(CN1CCN(c2ccc(O)cc2)CC1)NC(c1ccccc1)c1ccccc1	-2	-5	-6	-1	8	1.1	0.99	1	0.5
Cc1ccc(-c2cc(C(=O)OCn3nnc4ccccc4c3=O)c3ccccc3n2)cc1	0	0	13	2	-1	0.87	0.88	12	0.3
CC(C)(C)c1ccc(C(=O)N2CCC3(CC2)NCCc2[nH]cnc23)cc1	-3	-2	0	0	0	1	1	0	0.2
Cc1ccccc1/C=N\NC(=O)c1ccccc1-n1cccc1	-1	-1	-8	-2	-7	1.1	0.9	10	-1.1
Cc1ccnc(NC(=S)NC(=O)/C=C/c2ccccc2)c1	-3	1	0	-1	-2	1	1.1	-13	1.5
CCOC(=O)c1c(NC(NC(C)=O)C(Cl)(Cl)Cl)sc(C(C)=O)c1C (stereo unspecified)	0	0	0	-2	-3	1	0.92	8	-0.3
Cc1ccc(OCC(=O)n2nc(C)cc2C)c(C)c1	1	-1	7	2	-1	0.93	0.86	14	-1.7
Oc1ccccc1N1CCN(C(=S)Nc2ccc(SC(F)F)cc2)CC1	-2	0	10	-5	0	0.91	0.98	2	0.1
Cc1ccccc1OCC(=O)Nc1ccncc1	0	-2	1	-3	1	0.99	0.78	22	4.3
COc1ccc(C(=O)Nc2ccc(Cl)cc2C(=O)N2CCCC(C)C2)cc1OC (stereo unspecified)	-7	0	2	1	-3	0.98	0.94	6	0.0
O=[N+]([O-])c1ccc(C2=NCCO2)cc1	3	-2	-10	-4	-2	1.1	0.86	14	-0.6
CCOCC(=O)Nc1nc(C)cc(C)n1	-2	-2	8	4	-1	0.92	0.89	11	0.9
Cc1nn(CC(=O)O)c2ccccc12	-1	-3	-13	-2	-3	1.1	1	-1	0.3
Cc1cccc(C(=O)NC(=S)N2CCN(C)CC2)c1	0	3	1	-3	-5	0.99	0.88	12	0.4
CCN(CC(=O)Nc1sc2c(c1C#N)CCC(C)C2)Cc1nc2ccccc2c(=O)[nH]1 (stereo unspecified)	-12	-2	4	-2	-5	0.96	1.6	-58	0.9
O=C(NC1CCCCC1)Oc1ccccc1	0	-2	-10	-2	-5	1.1	0.99	1	0.4

A stretch of the results above, for reference:
SMILES	GRIN3A LBD mod	beta cell repl	mIAP inh	APOBEC3A inh	APOBEC3G inh	mIAP activ	hIAP activ	hIAP block	MPTP block
Cc1nn(CC(=O)O)c2ccccc12	-1	-3	-13	-2	-3	1.1	1	-1	0.3
Cc1cccc(C(=O)NC(=S)N2CCN(C)CC2)c1	0	3	1	-3	-5	0.99	0.88	12	0.4
CCN(CC(=O)Nc1sc2c(c1C#N)CCC(C)C2)Cc1nc2ccccc2c(=O)[nH]1 (stereo unspecified)	-12	-2	4	-2	-5	0.96	1.6	-58	0.9
O=C(NC1CCCCC1)Oc1ccccc1	0	-2	-10	-2	-5	1.1	0.99	1	0.4

Following part.
SMILES	GRIN3A LBD mod	beta cell repl	mIAP inh	APOBEC3A inh	APOBEC3G inh	mIAP activ	hIAP activ	hIAP block	MPTP block
Cc1cc(Cl)ccc1NC(=S)NCCCO	-3	0	4	1	-3	0.96	0.99	1	-1.0
O=C(c1ccc(Cl)c(S(=O)(=O)N2CCCCCC2)c1)N1CCN(c2ccccn2)CC1	-2	-3	10	0	-5	0.9	0.81	19	0.3
CC(CCc1ccccc1)NC(=O)COC(=O)c1ccc(S(C)(=O)=O)c([N+](=O)[O-])c1 (stereo unspecified)	1	-7	-6	4	-5	1.1	1.1	-14	0.1
COC(=O)c1cc(Br)c(N)cc1OC	-2	1	-3	0	-12	1	0.9	10	-1.8
Cn1c(-c2ccc(F)cc2)cnc1SCC(=O)N1CCCCC1	-1	-1	-8	5	4	1.1	1.1	-6	1.0
Cc1ccc(OCCCCN2CCCC(C)C2)c([N+](=O)[O-])c1 (stereo unspecified)	-2	-2	10	5	-2	0.9	0.88	12	0.9
O=C(CSc1nc2ccccc2o1)N/N=C/c1ccco1	0	1	3	-4	-7	0.97	1.3	-26	-1.7
COc1ccc(Br)cc1CNC(=O)C1CCN(S(=O)(=O)N2CCCCC2)CC1	0	0	-18	-3	-7	1.2	0.88	12	-0.5
Cc1cc(NC(=O)C(C)SCC(=O)Nc2cc(Cl)ccc2N2CCN(C)CC2)no1 (stereo unspecified)	3	-5	6	-4	-14	0.94	1	-2	-1.4
O=C(CCc1ccccc1)NC(=S)Nc1ccccc1[N+](=O)[O-]	-1	-3	-1	-3	-5	1	1.1	-10	-1.2
COCCNC(=O)Cn1cc2c(n1)CCC(C)C2 (stereo unspecified)	-3	-5	-3	-1	6	1	0.87	13	-0.4
CN1CCN(c2nc3ccccc3nc2C(C#N)C(=O)OC2CCCCC2)CC1 (stereo unspecified)	1	-6	12	1	-3	0.88	0.81	20	-5.0
CSC1=NCCN1C(=O)c1c(-c2ccccc2Cl)noc1C	0	9	-7	-2	-6	1.1	0.84	16	-1.7
O=C(CSc1nnc(-c2ccncc2)n1Cc1ccco1)c1ccc(Cl)cc1	0	-2	-4	3	2	1	1	-4	-0.9
CCN1CCN(c2nc(N)c([N+](=O)[O-])c(Nc3ccc(C)c(C)c3)n2)CC1	1	-5	-3	-1	4	1	1.1	-13	81*
COP(=O)(OC)c1nc(-c2ccccc2)oc1NCc1ccccc1	2	0	-4	-3	-4	1	0.87	13	-2.7
Cc1ccc(S(=O)(=O)/N=C2/C=C(C3C(=O)CC(C)(C)CC3=O)C(=O)c3ccccc32)cc1	-4	-5	-3	-5	-2	1	0.92	8	28
C=CCn1c(=O)[nH]c2nc3cc(N=CN(C)C)c(C)cc3nc2c1=O	0	0	14	-3	-9	0.86	0.87	13	0.8
COc1cccc(N(C(=O)c2snc(C(N)=O)c2N)C(C(=O)NCC2CCCO2)c2ccc3ncccc3c2)c1 (stereo unspecified)	-3	5	1	-5	-10	0.99	1.2	-15	0.4
O=C(CNC(=O)c1ccccc1F)Nc1ccc2c(c1)CCC2	-1	-4	1	-3	-7	0.99	0.99	1	-0.6
Cn1c(SCc2ccc(Br)cc2)nc2c(c1=O)SCC2	-2	-4	-5	2	-11	1.1	1.1	-11	2.4
N#Cc1ccccc1NC(=O)COC(=O)CSc1nc2ccccc2o1	0	-3	-3	0	-2	1	1.2	-20	10
Cc1ccc(-c2nc(CN(C)Cc3ccc4nccnc4c3)c(C)o2)s1	-1	-2	2	1	-3	0.98	1.1	-5	-1.2
CCCc1ccc2oc(C(=O)N(C)Cc3nccs3)c(C)c2c1	-2	-4	-4	2	-1	1	1.1	-5	-0.7
Cc1cc(NCc2ccco2)nc(N2CCC(C(=O)NC3CCCCC3)CC2)n1	0	0	-7	-3	-6	1.1	0.98	2	1.7
CC(C)(C)NC(=O)Cn1c(=O)oc2cc(S(=O)(=O)N3CCc4ccccc43)ccc21	-5	-1	-14	0	-4	1.1	0.99	1	0.4
Cc1cc(C)n2nc(-c3cnn(C)c3C(F)(F)F)c(Cl)c2n1	-1	2	-12	-1	-2	1.1	1	0	2.6
COc1ccc(NC(=O)c2ccco2)c([N+](=O)[O-])c1	3	2	-6	-2	-2	1.1	0.9	10	0.0
Cc1cccc(NC(=S)N(Cc2cccs2)Cc2cc3cc(C)cc(C)c3[nH]c2=O)c1	-5	-2	-4	-3	-7	1	0.98	2	2.1
Cc1ccccc1NC1=NC(=S)N(c2ccccc2)C12CCOC(C)(C)C2 (stereo unspecified)	-1	2	8	5	0	0.92	1.1	-7	6.8
COc1cc(C2Nc3ccc4ccccc4c3C3=C2C(=O)CC(C)(C)C3)ccc1OC(C)C(=O)O (stereo unspecified)	-2	-1	-2	-5	-7	1	1.1	-7	-0.2
Cn1cc(C(=O)N/N=C/C(Br)=C/c2ccccc2)ccc1=O	-1	-6	-3	-3	-6	1	1.1	-6	3.2
N#Cc1cc(Sc2ccccn2)c(Sc2ccccn2)cc1C#N	-3	7	9	0	-4	0.91	0.88	12	-1.5
